# Pf growth 96h – inhibits malaria parasite growth, 96 h. P. falciparum luciferase reporter growth, 96 h. 6.9% of 320,000 active. AID 504834. Potency, µM (doses to about 28.7 µM), for inactives: at the highest dose activity change, negative = inhibition, hits mostly inhibitors; also: potency is read from the fitted curve at half-maximal effect; % is scaled to controls: 0 for no effect and ±100 for the full control effect
#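 Delayed-death screen, second-generation endpoint: infected erythrocytes, 2% hematocrit, 0.05% parasitemia final; 96 hours at 37 C, 5% CO2; luciferase detection reagent; luminescence decrease equals reduced growth.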
# Pf growth 48h – P. falciparum growth inhibition at 48 hours (one generation); AID 504832; 5.9% of 310,000 active; Potency, µM (series often up to 28.7 µM), for the others: at the highest dose activity change, negative = inhibition, actives largely listed as inhibitors; P. falciparum luciferase growth in erythrocytes, 48 h; also: potency is read from the fitted curve at half-maximal effect; % is scaled to controls: 0 for no effect and ±100 for the full control effect
#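 Luminescence readout; reporter = integrated firefly luciferase in P. falciparum. RBC culture at 2% hematocrit, 0.1% parasitemia final, 37 C/5% CO2; decreased signal taken as growth inhibition.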
# Cycloheximide cs – affects cycloheximide protein synthesis inhibition readout, counter-screen; AID 2314; 12% of 300,000 active; cell reporter, cycloheximide protein synthesis inhibition counterscreen; max response, %; in the data active = max response mostly above about 13%, no sharp cut-off; inactive = mostly below about 14%; also: read at 38.3 µM for the half of the compounds with a filed dose; 0% is about no effect
# TbPYK inhibitor – blocks Trypanosoma brucei pyruvate kinase. Q57TT1. TbPYK enzyme, Kinase-Glo Plus ATP luminescence, 45 min. Potency, µM (highest dose often 76.8 µM), inactives show top-dose activity, negative = inhibition, most hits filed as inhibitors. 0.12% of 410,000 active; also: potency is read from the fitted curve at half-maximal effect; % is scaled to controls: 0 for no effect and ±100 for the full control effect; nearly all actives have a fitted effect of over 50% in size
#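 ADP (130 uM final) triggers the TbPYK reaction after compound addition; incubation is 45 min at room temperature. Kinase-Glo Plus is then added and luminescence imaged. Normalized data are fitted to concentration-effect curves.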
# AMA1 RON2 block – AMA1-RON2 (P. falciparum) interaction inhibition. AlphaScreen AMA1-biotinylated RON2 peptide binding. Potency, µM (highest dose often 58.2 µM), without a hit: at the highest dose activity change, negative = inhibition, hits mostly inhibitors. 0.2% of 360,000 active. AID 720542;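 also: potency is read from the fitted curve at half-maximal effect; 0% = vehicle wells and -100% = peptide control; nearly all actives have a fitted effect of over 45% in size; some results filed as inactive show a strong effect at the top dose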
#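 AMA1 (3D7) with his tag at 25 nM final met compounds first, then biotinylated RON2 peptide at 25 nM; detection used donor plus acceptor beads, 10 µg/mL apiece, read by AlphaScreen after 30 min at room temperature.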
# Shiga inhibitor – blocks Shiga toxin action in Vero cells; Vero cells, Shiga toxin protein synthesis inhibition reporter; inhibition, % at 38.7 µM; 9.2% of 290,000 active; AID 2315; in the data active = inhibition mostly above about 28%, no sharp cut-off; inactive = mostly below about 43%; also: 0% is about no effect
# LmPK inh – inhibitors of Leishmania mexicana pyruvate kinase. Q27686. purified LmPK, Kinase-Glo ATP luminescence, 1 h. Potency, µM (doses to about 57.5 µM), for the others: top-dose activity change, negative = inhibition, most hits filed as inhibitors. 0.37% of 290,000 active; also: potency is read from the fitted curve at half-maximal effect; % is scaled to controls: 0 for no effect and ±100 for the full control effect
# Target sequence (Q27686 whole entry, looked up): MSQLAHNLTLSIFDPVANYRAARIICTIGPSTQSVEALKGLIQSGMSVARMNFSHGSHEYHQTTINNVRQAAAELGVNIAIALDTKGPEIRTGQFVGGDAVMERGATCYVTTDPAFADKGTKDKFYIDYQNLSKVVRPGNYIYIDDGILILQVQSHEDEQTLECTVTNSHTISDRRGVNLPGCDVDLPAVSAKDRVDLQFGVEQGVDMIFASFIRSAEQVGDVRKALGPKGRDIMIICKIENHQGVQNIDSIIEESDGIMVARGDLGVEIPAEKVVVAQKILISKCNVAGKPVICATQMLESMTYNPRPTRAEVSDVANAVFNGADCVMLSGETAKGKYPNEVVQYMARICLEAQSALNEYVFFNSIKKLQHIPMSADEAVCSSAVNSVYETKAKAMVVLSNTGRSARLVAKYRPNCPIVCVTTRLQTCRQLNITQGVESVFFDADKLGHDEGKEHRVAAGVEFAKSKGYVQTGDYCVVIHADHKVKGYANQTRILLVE
#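 Purified LmPK (0.1 nM) with 0.5 mM PEP and 0.1 mM ADP in imidazole buffer pH 7.2 with MgCl2/KCl, 1 h at room temperature. ATP formed was read by luciferase luminescence and normalized to no-enzyme and uninhibited controls.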
# Starred values were filed as active, the others as inactive; ? = inconclusive; · = no result given; & = joins results of further samples; [ ] = dose if it differs, or a comment. Unless noted, calls follow the shape of the dose curve; as a rule, active = well fitted curve in the direction sought with a large enough effect; inconclusive = small, poorly fitted or top-dose-only effect, or another doubt; inactive = no such curve, though single readings can be large; an effect the other way counts as inactive or inconclusive.
mol	Pf growth 96h	Shiga inhibitor	AMA1 RON2 block	LmPK inh	Cycloheximide cs	Pf growth 48h	TbPYK inhibitor
Cc1ccc(/C=N/NC(=O)c2cccc(NC(=O)c3ccccc3C)c2)o1	123%[activator]	-5	36%[activator]	-9%	-1	-7%	3%
Cc1ccc(CNC(=O)Nc2ccccc2)c(C)c1	94%[activator]	64*	4%	-6%	31*	62%[activator]	-3%
NC(=O)N1CCN(C(=O)c2ccco2)CC1	·	-21	-2%	4%	-1	17%	-1%
COc1ccc(C(=O)NCCc2nnc3ccc(SCC(=O)N4CCCCC4)nn23)cc1	?	-18	-7%	4%	-1	-5%	3%
Cc1ccc(-n2c(SCC(N)=O)nnc2-c2ccccn2)cc1C	8%	-6	-14%	2%	-3	11%	0%
Fc1cccc(/C=N/Nc2ccc(Cl)nn2)c1	133%[activator]	47	26%	-3%	41*	-17%	4%
CS(=O)(=O)c1cccc(C(=O)OCC(=O)Nc2ccc3c(c2)OCO3)c1	23%	·	-5%	·	·	27%	-6%
Cc1ccc(C)c(NC(=S)NCCN(C2CCCCC2)C2CCCC2)c1	?	29	1%	-2%	4	10µM*	4%
Nc1c(C(=O)CSc2nnnn2-c2ccc(O)cc2)c(=O)[nH]c(=O)n1C1CC1	?	·	-8%	·	·	37%[activator]	0%
Cc1ccc(NC(=O)Cc2c[nH]c3ccccc23)cc1S(=O)(=O)N1CCCCCC1	12µM*	-6	-7%	4%	-1	13µM*	2%
COc1ccccc1N1CCN(C(=O)c2cccc(S(=O)(=O)N3CCCCCC3)c2)CC1	?	·	-5%	·	·	13µM*	2%
COc1ccccc1CN(Cc1nc2ccccc2c(=O)[nH]1)C(=O)Nc1ccccc1C	·	1	64%[activator]	0%	7	?	0%
CCn1c(C)nc2cc(S(=O)(=O)C(F)F)ccc21	1%	-5	-1%	-1%	3	34%[activator]	-9%
Cc1noc(C)c1S(=O)(=O)N(CCc1ccccc1)Cc1ccccc1	?	-13	4%	5%	-3	?	0%
Cc1nnc(SCC(=O)N2CCN(c3cccc(Cl)c3)CC2)n1C1CC1	?	·	-2%	·	·	-10%	-1%
c1ccc2c(c1)oc1c(Nc3ccc(CN4CCOCC4)cc3)ncnc12	?	106*	-3%	-9%	92*	-78%	-1%
Cc1ccc(OCc2ccc(C(=O)O)o2)cc1C	?	69*	6%	-6%	71*	138%[activator]	3%
O=C(NCCc1cnn(-c2ccccc2)c1)c1cc(COc2c(F)cccc2F)on1	?	68*	10%	5%	27*	?	2%
CNC(=S)N/N=C/c1c(C(=O)OC)cnn1-c1ccc(F)cc1F	?	2	70%[activator]	-8%	-2	-3%	4%
COc1cccc(-c2cc(C(=O)NC3CCCC3)no2)c1	·	145*	11%	-9%	47*	149%[activator]	0%
O=C(CSc1ccc(F)cc1)Nc1ccc2c(c1)C(=O)NC2=O	80%[activator]	15	5%	4%	16	24%	-3%
CC(=O)c1ccc(NC(=O)CSc2nc3nc(C)cc(C)n3n2)cc1	-39%	-4	0%	0%	8	3%	-10%
COC(=O)[C@H](CCSC)NC(=O)Nc1ccc(OC)cc1	10%	22	6%	-2%	-3	17%	6%
CCOC(=O)c1ccc(NC(=O)c2nc[nH]c2C(=O)NC2CCN(C(=O)OC(C)(C)C)CC2)cc1	?	17	133%[activator]	10%	3	10µM*	-1%
CCOc1ccc(Br)cc1S(=O)(=O)N1CCSC1	?	-5	-9%	0%	-2	-8%	0%
CC(=O)NNC(=O)c1cc2sccc2s1	4%	30	-25%	4%	10	96%[activator]	-1%
C=CCOc1ccccc1/C=N/NC(=O)c1ccc(Cl)cc1Cl	-9%	16	0%	4%	8	4%	1%
CCCC(O)(c1ccc(Cl)cc1)C(CN1CCOCC1)c1ccccc1 (centres undefined)	?	-19	-11%	13%	-4	·	2%
C/C(=C/C#N)Nc1ccc(C)cc1	20%	2	-5%	3%	-4	12%	3%
Cc1ccc(C(=O)NCCc2n[nH]c(=S)n2C)cc1	38%[activator]	37	12%	4%	1	21%	-22%
O=C(N/N=C/c1c(F)c(F)c(F)c(F)c1F)c1ccc(Cn2cc(Br)cn2)o1	?	-4	10%	1%	-1	-19%	0%
C/C(=N\Nc1c(Cl)c(Cl)nc(C(=O)O)c1Cl)c1ccc(O)cc1	49%[activator]	-5	4%	-3%	-1	7%	0%
Cc1ccc(C(=O)O)cc1S(=O)(=O)NCC1CCCO1 (centres undefined)	·	-13	14%	6%	-1	-19%	2%
O=C(NCCc1ccc(Cl)cc1)c1ccc2nc[nH]c2c1	0%	76	5%	5%	15	24%	2%
CN1CCN(C(=O)/C=C/c2ccc(C#N)cc2)CC1	24%	3	5%	5%	-2	·	-2%
COc1ccccc1N1CCN(C(c2cccs2)C(C)NC(=O)C(=O)N2CCOCC2)CC1 (centres undefined)	?	-2	-3%	2%	-1	8%	-2%
CC1CCCC(NC(=O)COC(=O)c2ccccc2NC(=O)c2ccco2)C1C (centres undefined)	28%	-15	-5%	1%	-6	·	-1%
COC(=O)c1ccc(NC(=O)C2CCCCC2C(=O)O)cc1 (centres undefined)	35%[activator]	-4	7%	-3%	1	0%	0%
Cc1nn(C)cc1C(=O)Nc1cc(Oc2ccc(Cl)cc2)cc([N+](=O)[O-])c1	·	-15	-6%	-4%	-3	?	1%
CCn1c(/C=C/c2ccccc2[N+](=O)[O-])nc2ccccc2c1=O	?	27	0%	-12%	11	-21%	-2%
O=C(O)c1ccc(N/N=C/c2ccc(-c3ccc(Br)cc3)o2)cc1	15%	39*	9%	-3%	27*	33%[activator]	-5%
O=c1cc(-c2cccc(Br)c2)nc(-c2ccccc2F)o1	29%	10	-10%[11.6 µM]	-2%	-3	2%	-2%
Cc1c(C(=O)N2CCCCC2C)sc2ncnc(N3CCc4ccccc4C3)c12 (centres undefined)	?	22	?	18%	2	?	-10%
CC(C)Cn1c(N)c(C(=O)COC(=O)c2cccnc2Cl)c(=O)n(C)c1=O	29%	-5	-2%	2%	-1	0%	-2%
C=C(C)Cn1c(=S)[nH]c2ccccc2c1=O	28%	-16	56%[activator]	4%	1	-24%	-3%

# 3 compounds out of the list, arranged by formula weight, ascending:
mol	Pf growth 96h	Shiga inhibitor	AMA1 RON2 block	LmPK inh	Cycloheximide cs	Pf growth 48h	TbPYK inhibitor
O=C(NCCc1ccc(Cl)cc1)c1ccc2nc[nH]c2c1	0%	76	5%	5%	15	24%	2%
O=c1cc(-c2cccc(Br)c2)nc(-c2ccccc2F)o1	29%	10	-10%[11.6 µM]	-2%	-3	2%	-2%
COc1ccccc1N1CCN(C(c2cccs2)C(C)NC(=O)C(=O)N2CCOCC2)CC1 (centres undefined)	?	-2	-3%	2%	-1	8%	-2%

# The list continues:
mol	Pf growth 96h	Shiga inhibitor	AMA1 RON2 block	LmPK inh	Cycloheximide cs	Pf growth 48h	TbPYK inhibitor
CC(=O)c1ccc(OCCCC(=O)Nc2ccc(C)c(S(=O)(=O)N(C)C)c2)cc1	?	-2	-7%	-3%	5	?	-8%
CSc1cccc(NC(=S)N(CCC(C)C)C(C)c2ccncc2)c1 (centres undefined)	?	3	2%	1%	-6	?	-26%
O=C(CNS(=O)(=O)c1ccccc1)N/N=C/c1ccccc1[N+](=O)[O-]	-16%	2	8%	2%	-1	18%	-7%
Cc1cc(/C=N\NC(=O)COc2cccc3cccnc23)c(C)n1-c1ccc(Br)cc1	2.3µM*	-13	13%	0%	-1	5.9µM*	-6%
CCCCn1c(N)c(N(CCOC)C(=O)c2ccc(-c3ccc([N+](=O)[O-])cc3)o2)c(=O)[nH]c1=O	-3%	-2	3%	0%	-3	-26%	-5%
COc1ccc(CNC(=O)Cn2ncn3cccc3c2=O)cc1	335%[activator]	30	·	-11%	26*	252%[activator]	·
Cc1c2c(nc3ccccc13)CCC(C(C)(C)C)C2 (centres undefined)	37%[5.75 µM]	62*	0%	-1%	26*	-17%	1%
Cn1nc(C(C)(C)C)cc1C(=O)NNC(=O)c1ccc(C(F)(F)F)cc1	-5%	26	77%[activator]	3%	1	5%	2%
CC(C)CNC(=O)NC(=O)COC(=O)c1cccc(NS(=O)(=O)c2ccc(F)c(F)c2)c1	56%[activator]	-10	-9%	7%	1	30%[activator]	-2%
COc1ccc(CNC(=O)CN2C(=O)COc3ccc(S(=O)(=O)N4CCC(C)CC4)cc32)cc1	13µM*	-2	-15%	5%	0	-14%	-1%&-1%
COc1ccccc1-n1c(SCC(=O)OC(C)C)nc2cccnc21	-6%	-5	-6%	0%	-1	?	1%
Cc1ccc(NC(=O)CSc2nnc(-c3ccccn3)n2N)cc1F	0%	25	9%	-4%	-1	87%[activator]	0%
CN(C(=O)COC(=O)c1cc([N+](=O)[O-])ccc1Sc1ccccc1)C1CCS(=O)(=O)C1 (centres undefined)	-13%	-7	-7%	-3%[11.5 µM]	6	?	0%
CCOC(=O)c1sc(NC(=O)C(CC)Sc2nnc3c4ccccc4n(CC)c3n2)nc1C (centres undefined)	?	-11	-4%	3%	0	?	0%
CCOC(=O)NC(=O)/C(C#N)=C(/C)N(C)C	1%	-10	-2%	-2%	-8	?	-7%
CC1(C)Cc2c(C#N)c(OCC(=O)c3ccc(Cl)cc3)nc(-c3ccco3)c2CO1	?	-2	-7%	3%	-3	?	3%
O=C(Nc1ccsc1C(=O)O)c1cccc(Oc2ccccc2)c1	153%[activator]	53	-8%	0%	14*	121%[activator]	-5%
CONC(=O)c1cc(OCC(F)(F)F)ccc1OCC(F)(F)F	39%[activator]	-8	0%	0%	-3	33%[activator]	-5%
Cc1ccc(S(=O)(=O)N2CCC(C(=O)Nc3ccc4c(c3)OCO4)CC2)cc1	?	17	10%	1%	4	·	·
Cc1cc(C)nc(Nc2cccc3ccccc23)n1	5%	12	-1%	0%	-1	1%	-5%
CCOc1ccccc1C(=O)NC1CCNCC1	13µM*	·	18%	0%	-3	0%	-1%
O=C(NCc1cccnc1)C(Cl)(Cl)Cl	3.7µM*	-6	14%	0%	-4	-13%	0%
O=c1ccc2ccc(OCc3nnc(-c4ccccc4Br)o3)cc2o1	?	43*	6%	1%	18	12%	5%
Cc1ccc(S(=O)(=O)/N=C(/c2ccc(F)cc2)N(C)C)cc1	20%	-1	-2%	1%	4	-13%[0.00184 µM]	2%
Cc1cc(C)n(-c2nc(-n3nc(C)cc3C)c3c4c(sc3n2)COC(C)(C)C4)n1	1µM*	33	·	3%	19	?	·
Cc1ccc(S(=O)(=O)N2CCN(C(=O)c3ccc4c(c3)OCO4)CC2)cc1	?	-9	0%	-1%	-7	-3%	4%
CCOC(=O)C1CCN(c2ncnc3c2oc2ccc(Cl)cc23)CC1	-6%	22	2%	2%	12	13%	-1%
O=P1(Nc2cccnc2)COc2ccccc2OC1	31%[activator]	-14	-3%	3%	-9	13%	4%
CCOC(=O)C1=C(CNCCc2ccc(Cl)cc2)NC(=O)NC1c1ccc2c(c1)OCO2 (centres undefined)	·	-8	-3%	1%	-2	7.4µM*	-7%

# Source: PubChem
